# Screens (PubChem)
# H1N1 NS1A inhibition: NS1A inhibition, H1N1 influenza, cell based functional assay (AID 504329); 0.3% of 340,000 active; inhibition, % at 12.5 µM, or IC50 in µM where a hit was titrated; NS1A functional cell-based assay, percent inhibition; higher % means a stronger effect; in the data active = a potency from the dose series; inconclusive = inhibition above about 27% without an active follow-up result; note: strong numbers were not always called active
# PhoP GFP inhibition: PhoP regulon inhibitors, Salmonella typhi PhoP promoter GFP reporter, confirmatory (AID 1850) | Salmonella Typhi PhoP-promoter GFP reporter, fluorescence, 4 h; higher % means a stronger effect | one-dose inhibition, % at 50 µM; IC50 in µM for titrated hits | 0.33% of 310,000 active; in the data active = a potency from the dose series; inconclusive = inhibition mostly from about 25% at the one dose, without a potency; inactive = the rest, 99 in 100 with inhibition below about 19%;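 note: 0% = induced wells with vehicle and 100% = uninduced wells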
# inhibitors of VEEV: inhibitors of VEEV TC-83 cytopathic effect, confirmation, Vero cells (AID 588727). Vero cells, VEEV TC-83 cytopathic effect inhibition; higher % means a stronger effect. inhibition, % at 20 µM; hits with a dose series show IC50 in µM. 0.13% of 350,000 active; in the data active = a potency from the dose series; inconclusive = inhibition mostly from about 14% at the one dose, without a potency; inactive = the rest, 99 in 100 with inhibition below about 12%; note: strong numbers were not always called active
# M. tuberculosis: growth inhibition of non-replicating M. tuberculosis (AID 488890) | Mycobacterium tuberculosis non-replicating, growth inhibition; higher % means a stronger effect | 0.39% of 320,000 active | inhibition, % at 25 µM; hits with a dose series show IC50 in µM; in the data active = a potency from the dose series; inconclusive = inhibition mostly from about 82% at the one dose, without a potency; inactive = the rest, 99 in 100 with inhibition below about 76%;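 note: plate controls were DMSO cells for no effect and high antibiotic wells for full effect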
# M. tuberculosis HTS: M. tuberculosis growth inhibition, HTS (AID 449762) | 0.59% of 330,000 active | M. tuberculosis H37Rv growth inhibition, 7H9 media; higher % means a stronger effect | inhibition, % at 25 µM, or IC50 in µM where a hit was titrated; in the data active = a potency from the dose series; inconclusive = inhibition above about 70% without an active follow-up result;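 note: bacterial growth assessed after seven days of incubation; strong numbers were not always called active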
# inhibitors of VEEV 10K pilot screen: second read-out of inhibitors of VEEV, no call of its own (marks repeat the call); inhibition, %; measured here: 10K pilot screen inhibition
# * hit, by the source's call; i = inactive; ? = inconclusive; / = not tested or not shown.
SMILES,H1N1 NS1A inhibition,PhoP GFP inhibition,inhibitors of VEEV,M. tuberculosis,M. tuberculosis HTS,others
CC/C(CC(c1ccccc1)c1c(O)c2ccccc2oc1=O)=N\NC(N)=S (centres undefined),-2%,10%,0.8%,42%,-10%,
O=C(Nc1ccc(N2CCOCC2)cc1)NC1CCCCC1,6%,-4%,2.0%,20%,-1%,
CCN1CCN(CCCNC(=O)c2ccc3c(c2)N(Cc2ccccc2)CCS3)CC1,6%,1%,2.6%,0%,2%,
O=C(Cc1ccc(-n2c(=O)[nH]c3ccccc3c2=O)cc1)N1CCN(c2ccccc2)CC1,-4%,-4%,7.6%,4%,-7%,
Cc1cc(Cl)ccc1OCC(=O)NNC(=O)c1ccco1,1%,-6%,i,-3%,1%,
COc1ccc(CN(C(=O)c2snc(C(N)=O)c2N)C(CC(C)C)C(=O)NC2CCCCC2)cc1 (centres undefined),1%,-4%,4.7%,43%,2%,
COc1ccc(C(=O)Nc2ccc3oc(-c4cccc(Cl)c4)cc(=O)c3c2O)cc1,-7%,-8%,4.0%,12%,4%,
Cc1ccc(N=Cc2cc(Cl)cc(Cl)c2O)nc1,-3%,-6%,0.4%,22%,-2%,
Cc1nn(CC(=O)NCCCN2CCCC2)c(=O)c2nn(-c3ccccc3)c(C)c12,12%,-8%,0.3%,5%,-3%,
Cc1ccc(C(=O)N/N=C/c2cn(Cc3ccccc3)c3ccccc23)cn1,-6%,3%,2.6%,-14%,-6%,
Nc1ccc(C#Cc2ccccc2)cc1,0%,10%,i,8%,46%,
N=c1sccn1CC(=O)N1CCc2ccccc21,-1%,-6%,0.7%,-7%,-9%,
O=C(c1ccccn1)c1ncc(C(F)(F)F)cc1Cl,2%,3%,2.5%,4%,-4%,
CCC1(c2ccccc2)C(=O)N(C)C(=O)N(C)C1=O,4%,-15%,1.1%,-8%,-1%,
Clc1ccc(OCc2nn3c(C4CCCCC4)nnc3s2)c(Cl)c1,-13%,35%,i,23%,9%,
CC(=O)Nc1nc(N(C)C)nc(N(C)C)n1,-1%,9%,i,-14%,-3%,
O=C(NCCCN1CCN(c2cccc(Cl)c2)CC1)C1(S(=O)(=O)c2ccc(Cl)cc2)CC1,13%,1%,2.3%,23%,2%,
COC(=O)c1cccc(/C=N/NC(N)=S)c1O,-14%,-1%,0.8%,?,?,
CC1Cc2ccccc2N1C(=O)CO/N=C/c1ccc(OC(F)F)cc1 (centres undefined),1%,-7%,0.7%,18%,4%,
CC(=O)c1c(C)[nH]c(C(=O)COc2ccc3c(C)cc(=O)oc3c2)c1C,-5%,/,7.4%,-39%,-15%,
O=C(O/N=C1\CCCc2ccccc21)c1cccc(Cl)c1,-1%,-4%,i,78%,3%,
CCC(C)C1Nc2ccc(C(=O)NCc3ccc4c(c3)OCO4)cc2NC1=O (centres undefined),11%,-38%,0.6%,1%,4%,
CC1(C)CC(NC(=O)C23CCC(C)(C(=O)C2)C3(C)C)CC(C)(C)N1 (centres undefined),-6%,8%,i,-3%,7%,
CC(Sc1nnc(Nc2ccccc2)s1)C(=O)Nc1nc(-c2ccccc2)cs1 (centres undefined),0%,10%,>25µM*,6%,22%,
NS(=O)(=O)c1ccc(NC(=O)CCC(=O)c2ccc(Cl)s2)cc1,4%,13%,1.1%,16%,13%,
# (continued)
SMILES,H1N1 NS1A inhibition,PhoP GFP inhibition,inhibitors of VEEV,M. tuberculosis,M. tuberculosis HTS,others
CC(C)[C@H](NC(=O)OCc1ccccc1)C(=O)OCc1cc(=O)oc2cc(O)ccc12,-6%,1%,9.6%,25%,5%,
O=C(Nc1ccc(N2CCN(C(=O)c3ccco3)CC2)cc1)c1ccc2c(c1)OCO2,-7%,-5%,1.8%,13%,-5%,
Cc1cccc(NC(=O)C2CCCN2S(=O)(=O)c2ccc(F)cc2)c1C (centres undefined),-1%,4%,i,7%,-2%,
COc1ccc(C(=O)NC(=S)NNC(=O)c2c(-c3ccccc3)noc2C)cc1,10%,6%,5.5%,?,8%,
CCC(C(=O)NC1CCCC1)N(C(=O)Cn1nnc(-c2ccc(OC)c(OC)c2)n1)c1cccc(O)c1 (centres undefined),9%,3%,7.0%,13%,-7%,
Cc1cccc(CN2CCN(C(=O)c3cccc4ccccc34)CC2)c1,-7%,-1%,0.2%,0%,12%,
Cc1cc(C)nc(-n2nc(C)c(Oc3ccccc3O)c2C)n1,-5%,-4%,2.1%,11%,-2%,
COc1ccc(-c2c(-c3cc(OC)c(OC)c(OC)c3)noc2C)cn1,-3%,3%,0.2%,-2%,-1%,inhibitors of VEEV 10K pilot screen=8.2
Cc1ccc(S(=O)(=O)NCCC(=O)N2CCCCCCC2)cc1C,6%,-1%,i,12%,6%,
O=c1[nH]c2ccsc2c(=O)n1CCO,0%,3%,i,-9%,-6%,
O=C(CN1C(=O)NC2(CCc3ccccc32)C1=O)Nc1ccccc1Cl (centres undefined),1%,/,1.4%,-4%,-11%,
CCOC(=O)c1ccc(-n2c(C)ccc2C)cc1,0%,11%,0.7%,51%,?,
O=C(CCCSc1nc(-c2ccco2)cc(C(F)(F)F)n1)NCC1CCCO1 (centres undefined),-3%,7%,9.8%,10%,-6%,
CCN1C(=O)/C(=C2\Sc3ccccc3N2CC)OC1=S,-14%,-1%,0.5%,9%,6%,
Cc1ccc(S(=O)(=O)N(C)C)cc1NC(=S)NC(C)CCC(C)C (centres undefined),0%,-7%,i,80%,-1%,
CCN(CCCNC(=O)c1nn(C)c2c1CS(=O)(=O)c1ccccc1-2)Cc1ccccc1,4%,8%,0.1%,-1%,-5%,
O=[N+]([O-])c1cccc(P(=O)(O)c2cccc([N+](=O)[O-])c2)c1,-3%,-5%,0.9%,0%,3%,
CCOc1ccc(OCC(=O)OCC(=O)NNC(=O)c2ccc([N+](=O)[O-])cc2)cc1,-4%,-8%,0.3%,36%,66%,
c1ccc(-c2noc(CN3CCCC(OCc4ccccn4)C3)n2)cc1 (centres undefined),-4%,5%,1.8%,10%,0%,
CCN(CC)CCNC(=O)c1ccc(N2CCCCC2)c(NS(=O)(=O)c2ccc(C)cc2)c1,2%,7%,1.6%,-11%,0%,
c1ccc(-c2nnc(CN3CCCCC3)o2)cc1,-22%,-6%,1.4%,72%,4%,
NC(=O)[C@@H]1CC2(CC(c3cccc(NC(=O)[C@H]4CCC(=O)N4)c3)=NO2)CN1C(=O)COc1ccc(Cl)cc1 (some centres undefined),15%,-17%,i,6%,1%,
CCCCCC(=O)Nc1ncc2c(n1)CC(c1cccs1)CC2=O (centres undefined),/,12%,i,-6%,1%,
O=C(CCN1C(=O)/C(=C/c2ccccc2Cl)SC1=S)NNC(=O)c1ccccc1O,2%,-3%,1.2%,-8%,5%,
CN1CCC(N(C)C(=S)NC(=O)c2cc(-c3cccc(Br)c3)nc3ccccc23)CC1,-5%,5%,0.4%,56%,?,

# 4 successive entries from above, for reference:
SMILES,H1N1 NS1A inhibition,PhoP GFP inhibition,inhibitors of VEEV,M. tuberculosis,M. tuberculosis HTS,others
NC(=O)[C@@H]1CC2(CC(c3cccc(NC(=O)[C@H]4CCC(=O)N4)c3)=NO2)CN1C(=O)COc1ccc(Cl)cc1 (some centres undefined),15%,-17%,i,6%,1%,
CCCCCC(=O)Nc1ncc2c(n1)CC(c1cccs1)CC2=O (centres undefined),/,12%,i,-6%,1%,
O=C(CCN1C(=O)/C(=C/c2ccccc2Cl)SC1=S)NNC(=O)c1ccccc1O,2%,-3%,1.2%,-8%,5%,
CN1CCC(N(C)C(=S)NC(=O)c2cc(-c3cccc(Br)c3)nc3ccccc23)CC1,-5%,5%,0.4%,56%,?,

# The list continues.
SMILES,H1N1 NS1A inhibition,PhoP GFP inhibition,inhibitors of VEEV,M. tuberculosis,M. tuberculosis HTS,others
COc1ccc(S(N)(=O)=O)cc1C(=O)NC1CCCc2ccccc21 (centres undefined),4%,-13%,1.1%,-2%,-1%,
CCCNC(=O)C(Cc1ccccc1)NS(=O)(=O)c1ccc2c(c1)CCC(=O)N2 (centres undefined),-2%,-24%,0.1%,0%,-5%,
CC1(C)CC(=O)c2cn3nc(C(F)(F)F)nc3nc2C1,-6%,-1%,1.4%,-3%,-4%,
COc1ccc(C)cc1NC(=O)C(c1ccccc1)N1CCN(CC(=O)NC2CC2)CC1 (centres undefined),8%,/,2.4%,/,/,
COc1ccc(NC(=O)c2ccc(C#N)cc2)cc1NS(=O)(=O)c1ccc(F)cc1,-4%,-1%,0.4%,-21%,4%,
CCOc1ccc(NC(=O)CCN2CCN(C)CC2)cc1,-1%,4%,i,3%,1%,
Cc1ccc(S(=O)(=O)NN=Cc2ccc(N3CCOCC3)cc2)cc1[N+](=O)[O-],1%,/,2.1%,18%,7%,
Cc1ccc(-n2c(SCC(=O)N/N=C/c3ccccc3OCC(=O)O)nc3ccccc3c2=O)cc1,-1%,7%,5.6%,19%,-2%,
COc1ccc(-n2nnnc2SCC(=O)N2CCCC2=O)cc1,-5%,/,1.5%,5%,-19%,
COc1ccc(OC)c(N(CC(=O)NCC2CCCO2)S(=O)(=O)c2ccccc2)c1 (centres undefined),-5%,-8%,0.7%,-11%,9%,
Oc1ccccc1Cc1c(O)ccc2ccccc12,-1%,-5%,1.0%,1%,-10%,inhibitors of VEEV 10K pilot screen=2.0
COc1ccc(N(CC(=O)Nc2cc(C)ccc2C)S(=O)(=O)c2c(C)noc2C)cc1,-2%,-6%,1.0%,8%,-3%,
CCc1cc2c(-c3ccccc3)cc(=O)oc2c(CN2CCOCC2)c1O,8%,-8%,i,15%,2%,
CCOc1cc(CNCC(C)C)c(Cl)cc1OCC(=O)Nc1ccccc1,-3%,-2%,0.0%,10%,-1%,
COc1cc(/C=N/NC(=O)C2CCN(CC(O)COCc3ccccc3)CC2)cc(OC)c1OC (centres undefined),-3%,2%,0.2%,-1%,3%,
Cc1c(Cl)cnc(NC(=O)COC(=O)CCc2nc3ccccc3s2)c1Cl,5%,2%,i,61%,13%,
C[C@@H]1C[C@H]2OC(=O)C3(CO3)[C@H]2[C@H](O)[C@]2(C)C(=O)C3OC3[C@@H]12 (some centres undefined),/,-3%,/,21%,-5%,
CCOc1cc(C(=O)Nc2ccc([N+](=O)[O-])cn2)cc(OCC)c1OCC,-1%,0%,1.4%,-5%,3%,
COc1ccc(/C=N\NC(=O)c2ccc(F)cc2)cc1COc1ccccc1C(N)=O,-1%,-6%,4.3%,15%,-6%,
COc1ccccc1CNC(=O)[C@H](C)NC(=O)C1CCN(C(=O)[C@@H](N)Cc2ccccc2)CC1,6%,-3%,0.4%,13%,5%,
N/C(COc1ccccc1)=N\NC(=O)c1cccnc1Oc1ccccc1,-6%,-9%,4.2%,-13%,3%,
Cc1cc(C(F)(F)F)nn1Cc1n[nH]c(=S)n1Cc1ccccc1,-11%,-2%,i,0%,-2%,
C/C(=N\NC(=O)c1nnn(-c2nonc2N)c1-c1ccc2c(c1)OCO2)c1ccccc1,10%,-38%,1.2%,3%,4%,
O=C(Nc1ccccc1C(=O)O)c1cc(S(=O)(=O)Nc2ccccc2)ccc1Cl,-9%,-1%,0.6%,9%,6%,

# 2 compounds drawn at random from those above:
SMILES,H1N1 NS1A inhibition,PhoP GFP inhibition,inhibitors of VEEV,M. tuberculosis,M. tuberculosis HTS,others
NS(=O)(=O)c1ccc(NC(=O)CCC(=O)c2ccc(Cl)s2)cc1,4%,13%,1.1%,16%,13%,
Cc1cccc(CN2CCN(C(=O)c3cccc4ccccc34)CC2)c1,-7%,-1%,0.2%,0%,12%,

# Arranged by molar mass (highest first): 5 of the compounds above
SMILES,H1N1 NS1A inhibition,PhoP GFP inhibition,inhibitors of VEEV,M. tuberculosis,M. tuberculosis HTS,others
Cc1ccc(-n2c(SCC(=O)N/N=C/c3ccccc3OCC(=O)O)nc3ccccc3c2=O)cc1,-1%,7%,5.6%,19%,-2%,
O=C(NCCCN1CCN(c2cccc(Cl)c2)CC1)C1(S(=O)(=O)c2ccc(Cl)cc2)CC1,13%,1%,2.3%,23%,2%,
COc1ccc(C)cc1NC(=O)C(c1ccccc1)N1CCN(CC(=O)NC2CC2)CC1 (centres undefined),8%,/,2.4%,/,/,
CCC1(c2ccccc2)C(=O)N(C)C(=O)N(C)C1=O,4%,-15%,1.1%,-8%,-1%,
Oc1ccccc1Cc1c(O)ccc2ccccc12,-1%,-5%,1.0%,1%,-10%,inhibitors of VEEV 10K pilot screen=2.0
